RMI FANCM FP: disruptors of RMI1/RMI2 association with MM2 peptide – biochemical, fluorescence polarization, human, primary screen | RMI core complex with F-MM2 peptide; stronger effect = lower value | hit rate 0.58% among 70,000 | FP signal (polarization) at 33 µM | RMI core complex (RMI1/RMI2) binding to FANCM MM2 peptide, human | AID 1159607, 2016; in the data active means FP signal below about 40; further: inactives centre near 61; strong numbers were not always called active; unit not given here
An asterisk follows results filed as active; & = joins results of further samples. The list is partial; count on the stated rates, not on these rows.

item	Structure	RMI FANCM FP
1	Cc1ccc(NC(=O)C(=O)N/N=C\c2ccc3c(c2)OCO3)cc1C	52
2	O=C(Nc1ccc(OC(F)(F)F)cc1)Nc1c[nH]c2ccccc12	52
3	COc1cc(N2CCN(S(=O)(=O)c3cc(Cl)ccc3Cl)CC2)nc(C)n1	54
4	Cc1sc(NC(=O)C2CCCN(S(=O)(=O)c3ccc(Cl)s3)C2)c(C#N)c1C (stereo unspecified)	113
5	O=C1CCC(NC(=O)OCc2ccccc2)(C(=O)OCc2ccccc2)O1 (stereo unspecified)	57
6	COC(=O)c1cc(C)nc2c1c(C)nn2-c1ccccc1	68
7	Cc1ccc2nc(N3CCN(CCO)CC3)nc(-c3ccccc3)c2c1	86
8	Cc1c(C(=O)OCc2cccc(F)c2)nnn1-c1ccc(Br)cc1	72
9	COc1ccc(OCCNC(=O)c2c(C)noc2-c2c(F)cccc2Cl)cc1	54
10	CCn1nc(C(=O)Nc2nc3ccc(C(=O)OC)cc3s2)cc1C	64
11	CCN(CC)S(=O)(=O)c1ccc(C(=O)Nc2nc3c(s2)COc2ccccc2-3)cc1	97
12	CO/N=C(/C(=O)N[C@@H]1C(=O)N2C(C(=O)O)=C(C[N+]3(C)CCCC3)CS[C@H]12)c1csc(N)n1	50
13	Cc1ccn2cc(-c3cccc(NC(=O)c4cccs4)c3)nc2c1	60
14	O=C(NCCOc1ccc2nnc(-c3ccccc3Cl)n2n1)NC1CCCCC1	68
15	Cc1cc(C)cc(NC(=O)CN2CCC(C(=O)Nc3ccc(C(N)=O)cc3)CC2)c1	56
16	CN1CCC(N(C)C(=O)C2CCN(c3ccc(-c4ccccc4)nn3)CC2)CC1	59
17	Cn1cc(NC(=O)NCCSc2c[nH]c3ccccc23)c2ccccc21	56
18	CC1=CC(=NS(=O)(=O)c2ccc(C)cc2)C=C(O/N=C(\C)c2ccccc2)C1=O	55
19	O=C(Nc1cc(C(F)(F)F)ccc1Cl)c1cccc(N2C(=O)CCC2=O)c1	67
20	O=C(Nc1nnc(-c2ccc3c(c2)CCCC3)o1)c1ccc(NS(=O)(=O)c2ccc(F)cc2)cc1	54
21	Nc1ccc(C(=O)O)c2c(C(=O)O)cccc12	19*
22	CN(C)c1ccc(CCNC(=O)C(=O)Nc2ccccc2C#N)cc1	92
23	CCCN1C(=O)CCc2cc(NC(=O)Cc3ccc(Cl)cc3)ccc21	63
24	CCN(CC)c1ccc(NC(=O)CCCn2nc(-c3ccc(F)cc3)ccc2=O)c(C)c1	72
25	O=S(=O)(NNc1c(Cl)cncc1Cl)c1ccc2c(c1)OCC2	56
26	COc1ccc(CC(=O)Nc2ccc3c(c2)N(C(=O)C2CCCO2)CC3)cc1 (stereo unspecified)	67
27	COc1ccc(Cl)cc1C(=O)Nc1ccc2c(c1)OCC(C)(C)C(=O)N2	85
28	CCc1ccc(S(=O)(=O)NCC2CCN(Cc3ccco3)CC2)s1	73
29	O=S1(=O)CCN(CC2COc3ccccc3O2)CC1 (stereo unspecified)	56
30	CSc1ccccc1-c1nnc(NC(=O)c2ccc(C)cc2C)o1	64

item	Structure	RMI FANCM FP
31	COCCn1c(=NC(=O)C(c2ccccc2)c2ccccc2)sc2cc(Cl)ccc21	61
32	Cc1ccc(C(=O)N(CCN(C)C)c2nc3cc4c(cc3s2)OCO4)cc1	77
33	Nc1ccccc1C(=O)NCCc1ccccn1	48
34	O=C(COc1ccc(Cl)cc1)c1ccc(OCc2ccc(Cl)c(Cl)c2)cc1	59
35	O=C(CSc1nc2ccccc2c(=O)n1-c1ccccc1)c1cccc([N+](=O)[O-])c1	66
36	O=C1CSC(=O)N1c1ccc(F)cc1	53
37	O=C(Nc1ccc(Br)cc1)Nc1c[nH]c2ccccc12	56
38	CCOc1ccc(Nc2nc(NC3CCCCC3)nc(N3CCOCC3)n2)cc1	124
39	N#Cc1c(-c2cccs2)[nH]c(=S)[nH]c1=O	53
40	O=C(c1ccc(F)cc1F)N1CCN(c2ccc(-c3cccnc3)nn2)CC1	61
41	O=C(Nc1ccc2ccccc2n1)c1sc2ccccc2c1Cl	54
42	O=C(c1ccc(-c2c(Cl)cccc2Cl)o1)N1CCOCC1	65
43	O=C(NCCC1CCCCN1S(=O)(=O)c1ccc(F)cc1)C(=O)NCc1ccncc1 (stereo unspecified)	53
44	Cc1ccc(-c2nnc(NCCCO)c3ccccc23)cc1C	65
45	O=c1[nH]c(SCCO)nc2c1cnn2-c1ccc(F)cc1	62
46	COc1ccc(N2CCN(C(=O)c3c(F)cccc3F)CC2)nn1	64
47	COC(=O)/C=C\C(=O)Nc1ccc(NC(C)=O)cc1	59
48	O=C(CSc1nnc2ccc(-c3cccc([N+](=O)[O-])c3)nn12)c1cccs1	58
49	O=C(Nc1ccc2c(c1)OCO2)c1ccc(F)cc1	52
50	COc1ccc(Cn2ccnc2SCC(=O)Nc2ccc(F)cc2F)cc1	71
51	FC(F)(F)c1cnc(NN=C2CCSCC2)c(Cl)c1	58
52	CN1CCN(c2nc3ccc(NC(=O)c4ccc5c(c4)OCO5)cc3s2)CC1	63
53	O=C(N/N=C\c1cc2ccccc2[nH]c1=O)c1ccc(Br)cc1	63
54	CCS(=O)(=O)N1CCc2ccc(NS(=O)(=O)c3cc(Cl)ccc3OC)cc2C1	65
55	Cc1[nH]c2c(F)cc(F)cc2c(=O)c1I	52
56	CN(C)S(=O)(=O)c1ccc(-c2csc(NC(=O)c3sc4ccccc4c3Cl)n2)cc1	55
57	COCCN1CCCc2ccc(NC(=O)c3cc(Cl)ccc3OC)cc21	67
58	Cc1nn(-c2ccccc2)nc1CNS(=O)(=O)c1c(C)nn(C)c1C	60&55
59	Cc1ccccc1NC(=O)NCc1cccs1	60
60	CCCCC#Cc1ccc(C(=O)NNC(=O)Nc2ccccc2)o1	55

Arranged by molecular weight (rising): some entries from above
item	Structure	RMI FANCM FP
47	COC(=O)/C=C\C(=O)Nc1ccc(NC(C)=O)cc1	59
6	COC(=O)c1cc(C)nc2c1c(C)nn2-c1ccccc1	68
29	O=S1(=O)CCN(CC2COc3ccccc3O2)CC1 (stereo unspecified)	56
45	O=c1[nH]c(SCCO)nc2c1cnn2-c1ccc(F)cc1	62
9	COc1ccc(OCCNC(=O)c2c(C)noc2-c2c(F)cccc2Cl)cc1	54

Next part
item	Structure	RMI FANCM FP
61	Cc1ccc2[nH]c3c(=O)n(CC(=O)NCc4cccs4)cnc3c2c1	100
62	Cc1ccc(OCC(O)Cn2ccnc2C)cc1 (stereo unspecified)	61
63	COc1ccc(CC2(O)CCC3(CC2)OCCO3)cc1	54
64	Cc1nnc(N2CCCC2)[nH]c1=O	63
65	O=C(CCCn1nc(-c2ccco2)ccc1=O)Nc1ccc(Oc2ccccc2)cc1	67
66	CCOC(=O)COc1nc2ccc(Cl)cc2c(-c2ccccc2)c1C(C)=O	60
67	CC(C)N1CCC(CNC(=O)COc2ccc(Cl)cc2)CC1	74
68	Cc1nnc(NC(=O)CSc2ccc(NC(=O)c3ccccc3F)nn2)s1	66
69	COc1nc2ccccc2nc1NS(=O)(=O)c1ccc(NC(C)=O)cc1	59
70	COc1cc(OC)c(C(F)(F)F)cc1NC(=O)c1c(OC)cccc1OC	58
71	Cc1ccc(NC(=S)C(C#N)C(=O)Nc2ccccc2C)c(C)c1 (stereo unspecified)	51
72	Cn1ccc(C(=O)Nc2sccc2-c2nc3ccccc3s2)n1	100
73	O=c1c2cccc3c2c(nn1CN1CCCCC1)-c1ccccc1-3	62
74	Cc1cc(-c2nnc(NC(=O)c3ccc(S(=O)(=O)N4CCOCC4)cc3)o2)n(C)n1	69
75	CC(=O)Nc1nc(SCC(=O)N2CCc3ccccc32)[nH]c(=O)c1NC(=O)c1cccs1	56
76	Cc1csc(CN2CCN(C(=O)c3ccco3)CC2)n1	62
77	CCN(CC)c1ccc(N2CCN(S(=O)(=O)c3ccc(OC)c(OC)c3)CC2)nn1	55
78	Cc1cc(C)nc(NCN2C(=O)c3ccccc3C2=O)c1	62
79	Cc1ccc(C)c(Nc2nc(NCc3ccc4c(c3)OCO4)nc3nccnc23)c1	64
80	COc1ccc(-c2nc(CSc3nc(-c4cccc(Cl)c4)cc(=O)[nH]3)c(C)o2)c(OC)c1	68
81	Cc1[nH]c2ccccc2c1C(=O)CSc1nc(-c2ccccc2)cs1	79
82	CCOc1ccc(C(=O)c2cc(O)c(OC)c(OC)c2O)cc1	60
83	O=C(Cc1csc(NS(=O)(=O)c2ccc(Cl)cc2)n1)NCc1ccc2c(c1)OCO2	57
84	O=S(=O)(NCc1csc2ccc(Cl)cc12)c1ccc2c(c1)CCO2	55
85	Cc1cc(NC(=O)C(=O)NCC2CCN(Cc3cccs3)CC2)no1	72
86	C#Cc1cccc(NC(=O)c2sc3nc4c(c(-c5cccs5)c3c2N)CCCC4)c1	56
87	CCOC(=O)NC(=O)/C(=C/NCc1ccco1)C(=O)OCC	60
88	O=C(/C=C/c1ccc([N+](=O)[O-])cc1)Nc1cccc2c1C(=O)c1ccccc1C2=O	44
89	c1cc2c(cc1CNc1nc(N3CCOCC3)nc(N3CCOCC3)n1)OCO2	54
90	CCn1cc(SCC(=O)Nc2ccc([N+](=O)[O-])cc2)c2ccccc21	54

item	Structure	RMI FANCM FP
91	CC(C)c1ccc(NC(=O)Cn2nc3ccc(SCc4ccc(Cl)cc4)nn3c2=O)cc1	70
92	CC(C)c1nc2ccccc2n1C(C)c1ccccc1 (stereo unspecified)	74
93	Clc1cccc(CSc2nccn3nc(-c4cccs4)cc23)c1	82
94	CCNC(=S)NS(=O)(=O)c1ccc(F)cc1	65
95	CC(C)(C)c1cc2nc(C(F)(F)F)cc(N3CCN(C(=O)c4ccccc4)CC3)n2n1	48
96	O=[N+]([O-])c1ccc(/C=C/c2ccc([N+](=O)[O-])o2)cc1	52
97	CN1CCN(C(CNC(=O)NC(C)(C)C)c2ccsc2)CC1 (stereo unspecified)	66
98	Cc1ccc(-c2cc3c(=O)n(CC(=O)N4CCCc5ccccc54)ncn3n2)cc1C	68
99	Cc1cccc2sc(NC(=O)COc3ccccc3)nc12	71
100	Brc1ccc(-c2nnc(-c3ccccc3)o2)cc1	93
101	CS(=O)(=NC(=O)c1cncc(C#Cc2ccccc2)c1)c1ccccc1 (stereo unspecified)	65
102	CCOCCn1c(=NC(=O)c2ccnn2C)sc2cc(F)ccc21	68
103	O=C(Nc1ccccc1)Nc1cccnc1N1CCC(C(F)(F)F)CC1	54&47
104	S=c1ncc(Sc2ncccn2)c(-c2ccc(Cl)cc2)[nH]1	61
105	COc1ccc(S(=O)(=O)C2CS(=O)(=O)CC2O)cc1 (stereo unspecified)	64
106	COc1cn(C)c(C(=O)Nc2ccc(C)cc2)cc1=O	62
107	CN1CCC(=C2c3ccccc3C=Cc3ccccc32)CC1	69&66&75
108	CCN(Cc1ccccc1)S(=O)(=O)c1ccc(C(=O)N(CCCN(C)C)c2nc3ccc(F)cc3s2)cc1	111
109	CCOC(=O)c1cc[n+](CC(=O)c2cccc([N+](=O)[O-])c2)cc1	61
110	COC(=O)C1CCN(C(=O)c2cn(C)nc2OC)CC1	55
111	CCN1C(=O)c2cccc3c(NC(=O)c4ccc(Cl)s4)ccc1c23	43
112	O=C(N/N=C/c1cccs1)c1n[nH]c2c1CCC2	60
113	COc1ccc(N2CCN(CCNS(=O)(=O)c3ccc(F)c(Cl)c3)CC2)cc1	63
114	Cn1ccnc1SCc1cc(=O)c(OC(=O)c2c(F)cccc2Cl)co1	52
115	COc1ccc(OC)c(NC(=O)C(=O)NCCc2ccc(N(C)C)cc2)c1	70
116	COc1cc(OC)cc(C2=NC3(CCCCC3)N(C(=O)c3ccccc3)C2=S)c1	52
117	O=C(Cn1c(=O)n(CCCCC(=O)NC2CCCC2)c(=O)c2ccccc21)NCCc1ccccc1	84
118	COc1ccc(C(=O)NCC(=O)O)cc1	57
119	CCCCN=C1SC(CC(N)=O)C(=O)N1CCCC (stereo unspecified)	55
120	Cc1nn(Cc2nn[nH]n2)c(C)c1Br	62

item	Structure	RMI FANCM FP
121	Nc1ncnc(NCc2cccnc2)c1[N+](=O)[O-]	64
122	Cc1cc(C(=O)Nc2ccc3c(c2)C(=O)NC3=O)on1	64
123	O=C(CSc1ncnc2c1oc1ccccc12)Nc1ccc([N+](=O)[O-])cc1	58
124	O=C(O)C(=Cc1nc(-c2ccccc2)n2ccccc12)C(=O)O	61
125	COc1cc(=O)n(-c2ccccc2)nc1C(=O)Nc1ccc(C(C)C)cc1	67
126	COc1cc(O)c(C(=O)/C=C/c2ccccc2)c(OC)c1	57
127	O=c1cccnn1CCCNS(=O)(=O)c1cc(C(F)(F)F)ccc1Cl	66
128	C=CCn1c(SC(F)F)nc2scc(-c3ccccc3)c2c1=O	62
129	CCn1nc(C(=O)Nc2nc(-c3ccc4c(c3)OCCO4)cs2)cc1C	69
130	CC[N+](CC)(CC)CC(=O)Nc1c(C)cccc1C	55
131	CCOC(=O)N1CCN(C(=O)CCN2C(=O)c3ccccc3S2(=O)=O)CC1	53
132	Cc1c(N=Cc2cc3ccccc3nc2Cl)c(=O)n(-c2ccccc2)n1C	59
133	COc1cc(C(=O)Nc2ccccc2OC(F)(F)C(F)Cl)ccc1OC(F)F (stereo unspecified)	54
134	O=C(CCn1cncn1)Nc1cccnc1	63
135	Cc1cc(NC(=O)CC(C)(C)C)ccc1N1CCCCC1=O	53
136	N#Cc1c(NC(=O)CSc2ncn[nH]2)sc2c1CCCCC2	73
137	O=C(Nc1ccc2sccc2c1)c1ccc2c(c1)OCO2	64
138	O=C(NCCCn1nc(-c2ccc(F)cc2)ccc1=O)c1ccccc1Cl	68
139	O=C(CSc1nc(SCC(=O)c2ccccc2)c2c3c(sc2n1)CCC3)c1ccccc1	79

3 entries drawn at random from those above:
item	Structure	RMI FANCM FP
134	O=C(CCn1cncn1)Nc1cccnc1	63
139	O=C(CSc1nc(SCC(=O)c2ccccc2)c2c3c(sc2n1)CCC3)c1ccccc1	79
125	COc1cc(=O)n(-c2ccccc2)nc1C(=O)Nc1ccc(C(C)C)cc1	67
